# Assay outcomes from PubChem.
# CYP2C9 inh – blockers of cytochrome P450 2C9 activity – biochemical, luminescence, ADME assay, primary screen | P11712 | CYP2C9 Supersomes, luciferin-H conversion | inhibition, % at 5 µM | hit rate 20% among 96,000 | AID 777, 2007;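 active = blocking of liver enzyme CYP2C9 beyond about 50% at 5 µM, limit read from the data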; also: values of inactives mirror those of a sister screen read the other way
# Ecoli WT expand – growth inhibitors of wild-type E. coli, primary screen, strain BW25113, expanded library, OD600; growth inhibition, % at 100 µM; hit rate 0.15% among 98,000; OD600 absorbance;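 active = growth inhibition above about 50% at one test dose, limit read from the data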;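 also: growth measured after 20 h incubation at 37 °C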
# PTK2B oligo ant – antagonists of Pyk2 self-association, primary screen, Q293 cells, FERM NanoBiT luminescence, HTS; hits give low values; hit rate 0.83% among 99,000; Protein-tyrosine kinase 2-beta (Homo sapiens), Q14289; z-score (the deposit names both 25 µM and 10 µM);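 active = Z-score of -3 or lower, scaled per plate to the spread of control and sample wells; inactive = z-score above -3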;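 also: negative z-score means lost luminescence so less FERM oligomerization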
# PostGolgi yeast – phenotypic screen on post-Golgi transport, primary screen | post-Golgi transport phenotypic cell assay | inhibition, % at 10 µM | hit rate 0.9% among 98,000; in the data active = inhibition above about 30%;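 also: yeast cells grown in 1536-well plates; yeast grown about 18 h at 30C before absorbance read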
# CYP2C9 act – human CYP2C9 activators, primary screen, biochemical, luminescence; Cytochrome P450 2C9 (Homo sapiens), P11712; recombinant CYP2C9, luciferin-H conversion; hits give high values; factor 1 = untreated enzyme, 0 = blocked; activation factor at 5 µM; hit rate 1.4% among 96,000; AID 1024, 2008;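 active = activation factor of 2 or more for CYP2C9 at a 5 µM dose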;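 also: 0 = sulfaphenazole-blocked wells and 1 = vehicle-only wells; values of inactives mirror those of a sister screen read the other way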
# CYP2C19 inhib – blockers of cytochrome P450 2C19 activity – biochemical, luminescence, ADME assay, primary screen. P33261. CYP2C19 Supersomes, luciferin-H EGE luminescence, 30 min. inhibition, % at 5 µM. hit rate 21% among 96,000. AID 778, 2007;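 active = CYP2C19 inhibition above a set limit at 5 µM in the primary screen, cut at about 50% in these data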;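 also: plate controls were negative control wells for no effect and 2.5 mM tranylcypromine positive control for full effect; values of inactives mirror those of a sister screen read the other way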
# Target sequence (P33261 whole entry, looked up): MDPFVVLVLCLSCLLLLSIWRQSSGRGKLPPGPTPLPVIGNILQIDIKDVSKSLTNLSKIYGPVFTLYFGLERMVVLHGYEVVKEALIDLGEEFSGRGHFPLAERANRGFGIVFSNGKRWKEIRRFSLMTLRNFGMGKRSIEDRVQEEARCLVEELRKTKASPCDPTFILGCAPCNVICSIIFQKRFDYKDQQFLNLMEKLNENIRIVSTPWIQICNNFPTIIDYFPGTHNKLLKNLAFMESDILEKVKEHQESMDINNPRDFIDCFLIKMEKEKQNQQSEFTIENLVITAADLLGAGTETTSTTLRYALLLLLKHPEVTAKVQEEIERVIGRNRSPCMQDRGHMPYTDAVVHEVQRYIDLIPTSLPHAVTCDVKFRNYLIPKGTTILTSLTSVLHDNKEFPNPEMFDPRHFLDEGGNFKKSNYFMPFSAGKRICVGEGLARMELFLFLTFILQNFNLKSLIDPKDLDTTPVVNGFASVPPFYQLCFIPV
# EphB4 antag – EphB4-ephrin-B2 interaction antagonists, primary screen, biochemical, TNYL-RAW peptide probe, fluorescence polarization | EphB4 LBD / TNYL-RAW-Alexa532 peptide | inhibition, % at 7 µM | hit rate 0.15% among 97,000;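 active = inhibition above the screen-wide mean inhibition plus 3 SD, cut at about 15% in these data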;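 also: 0% = DMSO wells and 100% = excess unlabeled TNYL-RAW peptide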
# PLAP act – PLAP enzyme activators, biochemical, luminescence, HTS; Alkaline phosphatase, placental type (Homo sapiens), P05187; activation fold at 20 µM; hit rate 1.2% among 96,000; purified PLAP enzyme, luminescent substrate read-out; hits give high values; in the data active = activation fold above about 2
# Target sequence (P05187 whole entry, looked up): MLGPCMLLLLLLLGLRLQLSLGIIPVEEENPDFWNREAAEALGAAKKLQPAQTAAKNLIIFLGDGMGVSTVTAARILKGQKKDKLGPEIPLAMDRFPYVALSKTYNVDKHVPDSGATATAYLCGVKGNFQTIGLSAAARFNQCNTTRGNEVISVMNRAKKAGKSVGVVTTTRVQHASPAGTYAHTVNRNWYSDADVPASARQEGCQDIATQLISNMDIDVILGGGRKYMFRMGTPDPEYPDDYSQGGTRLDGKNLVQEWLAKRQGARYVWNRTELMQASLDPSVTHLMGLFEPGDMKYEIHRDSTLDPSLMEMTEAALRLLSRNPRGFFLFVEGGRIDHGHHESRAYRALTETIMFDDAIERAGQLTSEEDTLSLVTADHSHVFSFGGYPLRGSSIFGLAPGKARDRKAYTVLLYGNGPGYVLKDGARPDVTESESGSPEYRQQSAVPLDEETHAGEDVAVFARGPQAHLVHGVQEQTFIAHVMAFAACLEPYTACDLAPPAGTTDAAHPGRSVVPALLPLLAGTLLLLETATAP
# CYP2C19 activ – human CYP2C19 activators, primary screen, biochemical, luminescence. Cytochrome P450 2C19 (Homo sapiens), P33261. recombinant CYP2C19, luciferin-H EGE luminescence; hits give high values; 0 = fully inhibited enzyme, 1 = untreated enzyme. activation factor at 5 µM. 96,000 tested, under 10 active;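 active = activation factor of at least 2 at 5 µM in the primary screen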;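 also: 0 = wells with 2.5 mM tranylcypromine and 1 = vehicle-only wells; values of inactives mirror those of a sister screen read the other way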
# * hit, by the source's call; . = not tested or not shown.
# Start of the listing, in advance:
# Under each structure – CYP2C9 inh	Ecoli WT expand	PTK2B oligo ant	PostGolgi yeast	CYP2C9 act	CYP2C19 inhib	EphB4 antag	PLAP act	CYP2C19 activ
> O=C(CN1C(=O)c2ccccc2C1=O)N1CCOCC1
    15	0	0.6	0	0.8	10	3	0.9	0.9
> Cc1ccc2c(c1)NC(=O)C(CC(=O)NCCCN1CCCC1)O2 (stereo not drawn)
    4	3	.	1	1	-2	4	0.9	1

# The list itself (from the top)
# Under each structure – CYP2C9 inh	Ecoli WT expand	PTK2B oligo ant	PostGolgi yeast	CYP2C9 act	CYP2C19 inhib	EphB4 antag	PLAP act	CYP2C19 activ
> O=C(CN1C(=O)c2ccccc2C1=O)N1CCOCC1
    15	0	0.6	0	0.8	10	3	0.9	0.9
> Cc1ccc2c(c1)NC(=O)C(CC(=O)NCCCN1CCCC1)O2 (stereo not drawn)
    4	3	.	1	1	-2	4	0.9	1
> Cc1noc(/C=C/N(C)C)c1S(=O)(=O)N1CCCC(C(=O)N2CCCCC2)C1 (stereo not drawn)
    58*	12	.	-10	0.4	3	1	1.2	1
> Cc1cccc(N2CC3=C(C2=O)C(c2ccccc2)NC(=O)N3C)c1 (stereo not drawn)
    23	3	0.35	-3	0.8	42	.	1	0.6
> O=C(OCCNC(=O)c1cc2ccccc2oc1=O)c1cccnc1
    8	12	-0.1	2	0.9	10	0	1	0.9
> O=C(O)CSc1nnc(CNc2ccc(Cl)cc2)n1Cc1ccccc1
    -12	-4	-0.18	0	1.1	-6	1	1.5	1.1
> CCc1ccc(N/C(SC)=C(/C#N)C(N)=O)cc1
    50	-2	-0.36	4	0.5	29	2	0.9	0.7
> COc1ccccc1N1CCN(C(=O)CSc2ccc3c(C)cc(C)nc3n2)CC1
    .	-29	-0.29	2	.	.	-2	.	.
> CCOC(=O)CC(=O)CSc1nc2c(cc1C#N)CCCCCC2
    26	-3	-0.41	2	0.7	21	.	1.4	0.8
> Cc1ccc(-c2nc(CS(=O)(=O)CC(=O)NCCCN3CCN(C)CC3)c(C)o2)cc1
    2	0	.	1	1	1	4	1.3	1
> Cc1sc2nc3ccc(N4CCCCC4)nn3c(=O)c2c1C
    31	8	2.3	6	0.7	38	4	1	0.6
> CN(Cc1cccs1)S(=O)(=O)c1cccs1
    -10	8	0	-7	1.1	92*	-1	1.2	0.1
> O=C(/C=C/Nc1cccc([N+](=O)[O-])c1)c1cccs1
    71*	1	-0.4	-4	0.3	30	0	0.9	0.7
> CN1c2ccccc2C(C)(C)[C@]12C=Cc1cc(O)ccc1O2
    95*	14	-0.89	-5	0.1	97*	-4	0.5	0
> O=c1[nH]cnc2scc(-c3ccc(F)cc3)c12
    -39	0	0.74	16	1.4	46	-2	0.9	0.5
> O=C(Cn1cccc1)N1CCN(C(c2ccccc2)c2ccccc2)CC1
    35	-3	0.4	-7	0.7	-3	-7	1.3	1
> Cc1ccc(S(=O)(=O)CCc2nnc(NC(=O)COc3cccc(C)c3)s2)cc1
    5	-15	1.2	-16	0.9	-4	-1	1	1
> Cc1coc2cc3oc(=O)c4c(c3cc12)CCC4
    13	-5	.	-9	0.9	-3	.	1	1
> Cc1sc2nc(CSc3nnc(Cc4cccs4)n3C3CCCCC3)[nH]c(=O)c2c1C
    24	3	-0.46	7	0.8	30	-4	1.4	0.7
> CCn1c(CCC(=O)Nc2cc(F)ccc2C)nc2cc(S(=O)(=O)N(C)C)ccc21
    80*	-9	0.82	3	0.2	16	.	1.3	0.8
> Cc1cc(-n2c(=O)c(C#N)cc3c(=O)n4cccc(C)c4nc32)no1
    -10	3	0.84	-6	1.1	-7	.	0.9	1.1
> CCOC(=O)n1c(SCC(N)=O)nc2ccccc21
    -14	6	0.9	-7	1.1	-1	4	0.9	1
> CC1=C(C(=O)Nc2ccccc2)C(c2ccncc2)n2nnnc2N1 (stereo not drawn)
    .	1	-0.14	-2	.	.	-8	.	.
> CCCCC(c1nnnn1Cc1ccco1)N1CCN(C(=O)c2ccco2)CC1 (stereo not drawn)
    51*	5	-0.99	-3	0.5	85*	-2	1.6	0.1
> CCN(CC)C(=O)CSc1nc2cccnc2n1-c1ccccc1OC
    14	3	1.5	12	0.9	6	4	1.5	0.9
> CCOC(=O)CSc1cc(CSc2ccccc2)nc(-c2ccccc2)n1
    30	3	0.25	-2	0.7	57*	-3	1	0.4
> Cc1noc(C(=O)NCc2ccccc2)c1Cl
    -10	0	.	5	1.1	3	7	1	1
> O=C(NC(=S)Nc1ccc(Br)cn1)c1cncc(Br)c1
    5	-11	-0.62	-18	1	2	-3	1.1	1
> CCCn1c(OC)nc2c1c(=O)n(C)c(=O)n2C
    -8	5	.	4	1.1	-11	.	1	1.1
> CCc1ccc(C(=O)CSc2nnc(C)c(=O)[nH]2)cc1
    50	-20	-0.28	-1	0.5	19	0	0.8	0.8
> CCC(OC(=O)c1ccco1)C(=O)NCc1ccco1 (stereo not drawn)
    7	9	0.39	-3	0.9	33	-2	1	0.7
> CC1(C)Cc2cccc(OCC(=O)Nc3ccccc3N3CCOCC3)c2O1
    56*	-8	-1.5	14	0.4	91*	6	0.9	0.1
> C#CCOc1ccc2c(C)cc(=O)oc2c1
    2	3	.	0	1	64*	6	1.1	0.4
> COc1cc2c(cc1OC)CN(C(=O)CCCOc1ccc(Cl)cc1Cl)CC2
    57*	-25	1.1	-1	0.4	43	-6	1.8	0.6
> Cc1nc(NC(=S)NC(=O)c2cccs2)sc1C(=O)N(C)C
    30	-3	-0.2	-2	0.7	19	1	1	0.8
> O=C(CCCN1C(=O)CCC1=O)Nc1ccc(Cl)c(C(F)(F)F)c1
    -26	6	0.01	-12	1.3	11	3	0.9	0.9
> COCCCn1c2nc3ccccc3nc2c2c(=O)n(-c3ccccc3OC)cnc21
    49	-5	-0.6	34*	0.5	54*	3	1.1	0.5
> O=C(Oc1ccc2c(c1)OCO2)c1ccc(Br)c(S(=O)(=O)N2CCOCC2)c1
    28	-11	0.51	-6	0.7	-13	0	1.1	1.1
> CC(C)NS(=O)(=O)c1ccc(CCC(=O)Nc2cc(Cl)ccc2Oc2ccccc2)cc1
    67*	-13	-0.35	-5	0.3	45	1	1.4	0.6
> c1ccc2c(c1)CCN(c1nc3ccccc3n3cnnc13)C2
    -6	-4	.	-5	1.1	12	-8	1.5	0.9
> CC(C)CC(=O)N1CCN(S(=O)(=O)c2ccccc2)CC1
    -6	-7	0.07	-2	1.1	26	2	1.4	0.7
> CN1C=CC=C/C1=C1\SC(=S)N(C2CCCCC2)C1=O
    26	-1	0.63	4	0.7	58*	7	0.8	0.4
> NCCCCCc1nnc(SCC(=O)c2ccc(Cl)cc2)o1
    75*	6	0.63	-3	0.2	59*	0	1.1	0.4
> CN(C)CCN1C(=O)C(O)=C(C(=O)c2cc3ccccc3o2)C1c1ccc(N(C)C)cc1 (stereo not drawn)
    -6	-3	.	-4	1.1	2	-7	1.5	1
> Cc1cc(C)c(S(=O)(=O)N2CCCC(C(=O)NCCC3=CCCCC3)C2)c(C)c1 (stereo not drawn)
    -68	-4	-1.1	-4	1.7	-6	0	1	1.1
> O=C(c1ccc2c(c1)OCO2)N(c1ccccc1)C1C=CS(=O)(=O)C1 (stereo not drawn)
    0	-1	-0.68	-5	1	26	4	1	0.7
> O=c1c2cnn(-c3ccccc3)c2ncn1Cc1ccco1
    50*	0	0.07	1	0.5	27	-3	1	0.7
> Cc1ccc(C(C(=O)NC2CCCCC2)N(C(=O)c2csnn2)C2CC2)o1 (stereo not drawn)
    27	-6	0.03	0	0.7	50*	-1	0.9	0.5
> CC(=O)Oc1c(C)cc(O)c2ccccc12
    19	6	.	4	0.8	62*	3	1.2	0.4
> CC1CCN(c2c([N+](=O)[O-])c(=O)n(-c3ccccc3)c3ccccc23)CC1
    3	-6	-0.47	1	1	26	-9	1.1	0.7
> CCC(=O)N(Cc1cc2cc(OC)ccc2[nH]c1=O)c1ccccc1C
    36	-1	-1.1	-4	0.6	22	0	1.2	0.8
> CCC(=O)N/C=C/n1cnc2cc(C(F)(F)F)ccc21
    38	11	-0.94	1	0.6	80*	-3	1	0.2
> COc1ccc2cc3cc(C(=O)NCC4CCCO4)oc3nc2c1 (stereo not drawn)
    4	0	0.39	0	1	7	2	0.7	0.9
> COc1cccc(/C=N/n2c(-c3cccs3)n[nH]c2=S)c1
    40	14	0.72	-18	0.6	25	-6	1	0.7
> CC(C)COP(=O)(OCC(C)C)C(O)c1ccccc1F (stereo not drawn)
    .	6	-0.16	-1	.	.	-1	.	.
> Cc1ccc(CNC2=NCCCCC2)n1C
    2	1	0.63	-8	1	0	5	0.9	1
> CN(C)CCNC(=O)c1ccc2c(c1)N(Cc1ccc(F)cc1)CCS2
    22	0	.	0	0.8	21	4	1.6	0.8
> Cc1oc(-c2ccccc2Cl)nc1CSCC(=O)NC1CCCC1
    35	8	0.06	-18	0.6	13	1	1.1	0.9
> CCOc1ccc(C2CC(c3cccc(C)c3)n3nc(N)nc3N2)cc1 (stereo not drawn)
    -9	-6	.	-7	1.1	-8	.	1.3	1.1
> C=CCn1c(N)c(C(=O)NCC2CCCO2)c2nc3ccccc3nc21 (stereo not drawn)
    42	4	-1.4	33*	0.6	11	2	1.6	0.9

# The list continues:
# Under each structure – CYP2C9 inh	Ecoli WT expand	PTK2B oligo ant	PostGolgi yeast	CYP2C9 act	CYP2C19 inhib	EphB4 antag	PLAP act	CYP2C19 activ
> COc1ccccc1C(=O)N1CCCN(C(=O)c2ccccc2OC)CC1
    -21	-1	0.68	5	1.2	7	-10	0.8	0.9
> CCc1ccc(CCC(=O)Nc2nc(CC(C)=O)ns2)o1
    37	24	-0.22	-8	0.6	34	-7	1.8	0.7
> O=C(NCCCn1ccnc1)c1cn(-c2ccccc2)nc1-c1ccc(F)cc1
    100*	6	1.1	0	0	96*	8	2.3*	0
> O=C(Cn1cc2c(n1)CCCC2)N1CCCc2ccccc21
    35	5	.	3	0.6	28	.	1.2	0.7
> CCc1ccc2c(c1)[C@]1(C(=O)N2)[C@@H]2C(=O)N(Cc3ccccc3)C(=O)[C@@H]2[C@@H]2CCCN21
    68*	-12	-0.52	3	0.3	75*	2	1.3	0.3
> O=C(Nc1cccnc1)c1cnc2ccccc2n1
    6	9	0.32	4	0.9	8	0	0.9	0.9
> Cn1c(C(=O)NCc2ccccc2)cc2oc3ccccc3c21
    91*	-3	-1.5	9	0.1	52*	0	1.3	0.5
> CC1CCN(c2nc3ccccc3nc2C(C#N)C(=O)NC2CCCCC2)CC1 (stereo not drawn)
    -1	.	.	.	1	0	.	1.4	1
> COc1ccc(-c2noc(N(C)CC(=O)Nc3cccc(C(F)(F)F)c3)n2)cc1
    4	1	0.27	11	1	2	-11	0.9	1
> CCOC(=O)c1c(NC(C)=O)sc2c(OC)cccc12
    26	3	0.28	0	0.7	12	4	1.1	0.9
> C/C(=N\Nc1nnc(-c2ccccc2)c(-c2ccccc2)n1)c1cccc([N+](=O)[O-])c1
    .	-13	-2	-1	.	.	0	.	.
> COCC(C)NC(=O)NC(=O)c1ccc(Cl)cc1 (stereo not drawn)
    44	5	0.44	0	0.6	13	0	0.8	0.9
> CNC(=S)Nc1cc(OC)ccc1OC
    -1	-4	-0.43	2	1	3	0	1	1
> CC(C)(C)NC(=O)C(OC(=O)Cn1nnc(-c2ccc(F)cc2)n1)c1ccncc1 (stereo not drawn)
    14	-3	2.3	-4	0.9	14	-3	1.1	0.9
> Cc1nc2ccc(N)cc2c(=O)n1Cc1ccc(Cl)cc1
    84*	1	0.16	1	0.2	99*	4	1.1	0
